From PubChem BioAssay
CAL PDZ FP-1: CAL PDZ (human) peptide binding inhibition | Q9HD26 | purified CAL PDZ, TMR-peptide fluorescence polarization, 1 h | inhibition, % at 24.9 µM | hit rate 0.92% among 300,000 | AID 602252;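 active means mean inhibition of at least 30% with at least half of replicates also reaching 30%; inconclusive means no clear call, values can overlap the other calls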;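 further: 0% = DMSO neutral control and 100% = excess unlabeled competitor peptide PRC23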
CAL PDZ FP-2: inhibitors of human CAL PDZ peptide binding. purified CAL PDZ, TMR-peptide fluorescence polarization, 1 h. inhibition, % at 20 µM. hit rate 0.02% among 330,000. AID 504414;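 active means highest replicate inhibition of at least 40%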;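 further: plate controls were DMSO neutral control wells for no effect and unlabeled competitor peptide control wells for full effect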
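Material: tagged CAL PDZ protein CerCALP, purified; buffer or medium: sodium phosphate/NaCl buffer pH 7.4 with TCEP, IgG, Thesit; also added: fluorescent TMR peptide probe; schedule: 1 h incubation at room temperature before polarization reading; technique: fluorescence polarization from S- and P-plane intensities, G-factor corrected; control set: unlabelled peptide and DMSO controls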
NSD2 inh: NSD2 (human) methyltransferase inhibition; O96028; NSD2 peptide methylation, AlphaScreen, 120 min; inhibition, % at 12.5 µM; hit rate 0.54% among 310,000; AID 743445; in the data active means inhibition above about 50%
MITF act: activators of MITF-driven TRPM1 promoter activity in SK-MEL-5 cells; SK-MEL-5 TRPM1-promoter luciferase, 24 h; % of positive control, neutral wells = 0; AID 588334; activation, % at 12.5 µM; hit rate 0.75% among 300,000;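 active means mean activation of at least 80% with every replicate also reaching 80%; inconclusive means mean reaches 80% but some replicate falls short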;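 further: 0% = neutral control wells and 100% = parthenolide positive control wells; values of inactives mirror those of a sister screen read the other way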
SR-BI uptake up: SR-BI HDL lipid transfer activation; hit rate 0.096% among 320,000; activation, % at 12.5 µM; CHO ldlA[mSR-BI] cells, DiI-HDL uptake fluorescence, 3 h; 100 = double the neutral-control signal; AID 504775;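 active means mean replicate activation of at least 60% and every replicate at or above 60%; inconclusive means mean or all-replicate condition met, but not both; inactive means mean below 60% and not all replicates reaching 60%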;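 further: 0% = median plate neutral-control signal and 100% = twice that signal; values of inactives mirror those of a sister screen read the other way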
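System: LDL receptor-deficient CHO ldlA cells overexpressing murine SR-BI | Timing: 3 h uptake period with compound, 37 °C | Medium: HEPES-buffered (25 mM, pH 7.4) F12 plus 0.5% BSA | Dosing: Single-point compound dose | Signal: Bottom-read fluorescence, 550/595 nm | Read-out: Retained DiI signal reflecting DiI-HDL uptake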
Rtt109 Vps75: blocks Candida albicans Rtt109/Vps75 acetyltransferase activity; inhibition, % at 34.9 µM; purified Rtt109/Vps75, ThioGlo CoA-SH fluorescence, 4 h; hit rate 0.16% among 330,000;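 active means inhibition of at least 50% in every replicate; inconclusive means best replicate reaches 50% inhibition but some replicates fall short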
Target sequence (Q5AAJ8 whole entry, looked up): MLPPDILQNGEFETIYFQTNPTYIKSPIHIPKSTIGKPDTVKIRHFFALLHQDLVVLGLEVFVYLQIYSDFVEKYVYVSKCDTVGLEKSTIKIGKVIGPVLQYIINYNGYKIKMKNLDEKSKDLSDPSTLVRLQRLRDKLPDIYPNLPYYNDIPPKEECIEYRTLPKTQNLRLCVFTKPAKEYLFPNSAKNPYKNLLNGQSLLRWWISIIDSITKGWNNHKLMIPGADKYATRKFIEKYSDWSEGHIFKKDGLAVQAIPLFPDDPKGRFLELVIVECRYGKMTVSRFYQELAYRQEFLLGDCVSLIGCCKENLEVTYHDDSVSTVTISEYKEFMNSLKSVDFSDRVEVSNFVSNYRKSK
PfHsp90 yeast 2: inhibits growth of yeast expressing Plasmodium falciparum Hsp90. hit rate 0.32% among 310,000. AID 504621. S. cerevisiae expressing PfHsp90, BacTiter-Glo ATP, 48 h; yeast lacking PDR1 and PDR3 efflux regulators. inhibition, % at 9.4 µM;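 active means every replicate shows inhibition above about 80%, whatever the replicate mean, limit read from the data; inconclusive means mean inhibition reaches the set limit but some replicate falls short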;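 further: 0% = DMSO neutral controls and 100% = 20 µM radicicol positive controls; yeast relying on Plasmodium falciparum Hsp90 in place of its own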
PvdQ acylase: blocks Pseudomonas aeruginosa PvdQ acylase activity; purified PvdQ acylase, fluorescence plate reader; inhibition, % at 10 µM; hit rate 0.063% among 340,000; AID 488965; in the data active means inhibition above about 30%, passing the limit was not always enough; inconclusive means no clear call, values can overlap the other calls;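 further: 0% = vehicle neutral wells and 100% = reference inhibitor wells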
dFosB act: enhances mouse delta FosB homodimer DNA binding; AID 493131; activation, % at 25 µM; purified delta FosB, TAMRA-CDK5 oligo fluorescence polarization; percent of positive-control signal above neutral wells; hit rate 0.99% among 340,000; P13346;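 active means mean activation above about 17%, with every replicate also reaching it, limit read from the data, passing the limit was not always enough; inconclusive means only one of the two conditions met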;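 further: fluorescence polarization rise as delta FosB binds a TAMRA Cdk5 AP-1 oligo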
Target sequence (P13346 whole entry, looked up): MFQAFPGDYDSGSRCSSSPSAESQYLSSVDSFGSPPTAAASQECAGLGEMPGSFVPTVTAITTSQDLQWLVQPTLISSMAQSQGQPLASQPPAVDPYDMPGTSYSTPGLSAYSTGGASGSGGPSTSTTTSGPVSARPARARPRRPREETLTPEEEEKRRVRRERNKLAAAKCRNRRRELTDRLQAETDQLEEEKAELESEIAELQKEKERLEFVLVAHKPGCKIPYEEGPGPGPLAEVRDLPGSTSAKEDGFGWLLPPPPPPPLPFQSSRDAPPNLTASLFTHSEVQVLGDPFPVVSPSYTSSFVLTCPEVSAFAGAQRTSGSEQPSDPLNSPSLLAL
SR-BI DiI inh: blocks mouse SR-BI lipid uptake from DiI-HDL; Q61009; ldlA[mSR-BI] CHO cells, DiI-HDL uptake fluorescence, 3 h; inhibition, % at 12.5 µM; hit rate 0.96% among 320,000; AID 488896;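 active means mean replicate inhibition of at least 70% and a set share of replicates each scoring 70 or more; inconclusive means meets just one of the two criteria; inactive means fails both criteria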;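 further: 0% = median of neutral control wells and 100% = median of positive control wells; values of inactives mirror those of a sister screen read the other way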
* = called active by the depositor; ? = inconclusive; / = not tested or not shown.

Compound	MITF act	PvdQ acylase	dFosB act	SR-BI uptake up	CAL PDZ FP-2	SR-BI DiI inh	Rtt109 Vps75	CAL PDZ FP-1	NSD2 inh	PfHsp90 yeast 2
Cc1nn(Cc2ccccc2)c(Cl)c1/C=C/C(=O)OC(C(=O)NC(N)=O)C(C)C (stereo unspecified)	-14	-5	50*	2	-2.6	-2	-1	0	4	-11
COCCOC(=O)C1=C(C)OC(N)=C(C#N)C1c1ccc2c(c1)OCO2 (stereo unspecified)	0	6	-1	3	/	-3	-1	-6	/	13
CC(=O)C1=C(O)C(=O)N(c2ccc(Br)cc2)C1c1cccc(F)c1 (stereo unspecified)	0	1	-3	-2	-0.5	2	2	/	7	2
CCN(CC(=O)Nc1ccc(OC)cc1)C(=O)c1cc(S(=O)(=O)N(C)C)ccc1N1CCCC1	-6	5	-6	-3	-3.1	3	?	-2	0	8
COCCNC(=O)CN1CCC(NC(=O)Nc2ccc(C(F)(F)F)cc2)CC1	-4	-9	-1	-27	0.8	27	6	-2	-3	/
Cc1nn(-c2ccccc2)c2c1C(c1ccc(Cl)cc1)N(c1ccccc1)C(=O)N2 (stereo unspecified)	0	-3	-4	-7	-3.1	7	5	-3	-1	-17
Cc1ccc2c(Cl)cc(Cl)c(OCC(=O)NCCc3ccccn3)c2n1	-10	9	-6	-14	-2.9	14	-2	-2	2	-2
CC(=O)Nc1ccc(NC(=O)C(C)OC(=O)c2cccc(S(=O)(=O)N3CCCCC3)c2)cc1 (stereo unspecified)	-12	-8	32*	-18	-0.2	18	2	/	0	1
COc1ccc(CC(=O)NCC(=O)N/N=C/c2cc(Br)ccc2OC)cc1	/	4	-7	-2	-2.4	2	-6	/	2	1
O=C(Nc1cccnc1)c1cc(-c2cccc(Br)c2)nc2ccccc12	-2	-4	-6	-43	-1.8	43	-3	-2	-1	-13
O=S(=O)(c1ccccc1Cl)N1CCCC1c1nc(-c2ccccc2Cl)no1 (stereo unspecified)	-2	-13	0	-12	-1.2	12	-1	4	/	-47
O=[N+]([O-])c1cccc(N2Cc3ccccc3C2)c1	19	-7	-5	-7	-0.2	7	11	-4	-1	-43
Cc1c(NP(=O)(c2ccc(Br)cc2)c2ccc(Br)cc2)c(=O)n(-c2ccccc2)n1C	-17	-12	-9	4	-2.8	-4	9	-4	0	-60
COc1ccccc1-n1c(CNC(=O)c2ccco2)nnc1SCC(=O)Nc1ccc(F)cc1	-5	-13	-1	-18	-0.8	18	-2	-4	-2	14
O=C(Cn1nc(C(F)F)cc1C(F)F)N/N=C/c1ccc2c(c1)OCO2	3	11	13	11	0.9	-11	0	1	5	2
COc1ccccc1NC(=O)CN1CCN(CC(=O)Nc2cc(C)ccc2OC)CC1	-6	-14	-7	-58	-1.1	58	5	-9	-2	-13
Nc1cc(=O)[nH]c(SCC(=O)Nc2cc(Cl)ccc2Cl)n1	0	5	11	1	-1.3	-1	17	-2	2	2
COc1ccccc1CNC(=O)CCC(=O)N1CCOc2ccc(Cl)cc21	0	-11	-3	-29	-0.1	29	-7	/	/	30
CC(=O)Nc1ccc(S(=O)(=O)N(C)CC(=O)OCC(=O)N2CCN(C(=O)c3ccco3)CC2)cc1	16	-10	4	42	-2.4	-42	9	-3	1	/
CCOc1cc(/C=N/Nc2nc(Nc3ccccc3)nc(N3CCCCC3)n2)ccc1OCC(=O)O	-1	2	-5	3	-2.8	-3	/	2	/	3
CC(=O)Nc1ccc2nc(NC(=O)c3cccnc3)sc2c1	/	7	3	-4	-0.5	4	6	/	/	-11
Cc1ccc(NNC(=O)C(O)(c2cccc(C(F)(F)F)c2)c2cccc(C(F)(F)F)c2)cc1	-5	0	77*	-11	-1.0	11	-1	-2	/	-6
COc1ccc(OC)c2c1CCC2=O	0	2	2	-5	-1.7	5	-18	1	1	1
CC(C)CC(=O)Nc1nc2c(c(=O)[nH]1)CCCC2	5	-10	-2	0	-1.4	0	2	0	-4	3
COc1cccc(CNC(=O)CCC2CCCN(C(=O)c3ccc(F)c(Cl)c3)C2)c1 (stereo unspecified)	-3	-1	2	-7	-1.2	7	-6	/	-1	-24
CCCCN(C)S(=O)(=O)c1c(C)[nH]c(=O)[nH]c1=O	13	-11	0	26	-3.7	-26	-15	0	-3	/
CCOC(=O)c1ccc(N(C(=O)c2ccco2)C(C(=O)NC2CCCCC2)c2ccncc2)cc1 (stereo unspecified)	-16	-7	-12	/	-2.1	/	5	1	0	-25
Cc1ccccc1C(=O)N1c2ccccc2OCC1C(C)(C)C (stereo unspecified)	-3	-15	4	-3	-1.0	3	-2	-6	-4	6
C=CCn1cnc2scc(-c3ccc(CC)cc3)c2c1=O	4	-7	-7	-22	/	22	-11	-3	/	-33
Cc1ccc2nc(-c3ccc(N4C(=O)CC(N5CCN(CCO)CC5)C4=O)cc3)sc2c1 (stereo unspecified)	19	-20	-2	33	-3.7	-33	6	2	-2	29
O=C(NCc1cccs1)C(Cc1ccccc1)NS(=O)(=O)c1cccs1 (stereo unspecified)	/	-17	-2	0	/	0	0	-9	2	/
COc1ccc(C(=O)C2CCCN(Cc3cnc(N4CCOCC4)s3)C2)c(OC)c1 (stereo unspecified)	-13	10	-8	0	-0.3	0	17	2	1	2
CN(Cc1nccn1C)C(=O)C1CCC(=O)N(Cc2cccc(C(F)(F)F)c2)C1 (stereo unspecified)	-5	-7	-6	7	-0.7	-7	-11	10	-2	13
CCOC(=O)c1cnc(SC)nc1NCCOC	-10	-6	-7	-9	-0.5	9	/	-8	-2	17
COc1cccc(Oc2cc(Cl)nc(N)n2)c1	-6	-8	-4	15	-1.0	-15	4	1	-1	-16
Cc1ccc(S(=O)(=O)N2CCN(C(=O)CCCN3C(=O)NC4(CCCC4)C3=O)CC2)cc1C	7	9	4	4	1.1	-4	18	0	-1	20
CC(NS(=O)(=O)c1cn(C)c(=O)n(C)c1=O)c1ccccc1 (stereo unspecified)	-1	3	-4	2	-1.9	-2	-3	2	-6	4
C#CCOCCOCCOCCNc1nc(N2CCOCC2)nc(N2CCN(C(=O)[C@H](CCCCN)n3cc(CN)nn3)CC2)n1	8	-9	6	1	0.0	-1	1	-3	/	-3
O=C(Nc1ccc(Cc2ccncc2)cc1)c1ccc(S(=O)(=O)N2CCCC2)cc1	-7	-6	-20	12	-0.5	-12	1	-2	-2	17
[O-][n+]1ccccc1/C=C/c1ccccc1	8	-3	4	-4	0.1	4	1	0	-4	18
CCCS(=O)(=O)N1CCN(S(=O)(=O)c2ccc(F)cc2)CC1	12	-8	-4	-5	0.0	5	7	-1	-4	-22
Cc1cccc(C(=O)Oc2ccc3ccc(O)cc3c2)c1	/	-12	-8	0	0.2	0	0	-12	/	-14
COC(=O)[C@H](Cc1ccccc1)NC(=O)Cn1cnc2c(OCc3ccccc3)ncnc21	-8	17	-6	3	0.9	-3	0	-1	/	-4
COc1ccc(C2=NN(Cc3c(F)cccc3Cl)C(=O)CC2)cc1	2	-14	-11	/	-2.4	/	0	-7	1	14
COC(=O)CCS(=O)(=O)c1nc(-c2ccccc2)cc(C(F)(F)F)n1	-93	-5	-10	-7	-1.7	7	68*	-1	-1	10
O=C(CSc1cccc[n+]1[O-])c1cc2ccccc2o1	39	6	-9	/	-1.8	-29	4	-1	-4	-5
CCC(C)(C)C1CCc2[nH]nc(C(=O)NCCN3CCOCC3)c2C1 (stereo unspecified)	-3	-13	-4	-3	-0.7	3	-6	-2	/	-10
COc1ccc(C(=O)OCC(=O)c2c(N)n(C)c(=O)n(C)c2=O)cc1OC	-4	1	-8	13	0.3	-13	0	/	3	-9
O=C(COC(=O)COc1cccc2ccccc12)NCC(F)(F)F	0	-3	-8	14	-2.0	-14	-9	0	-3	-5
CC1CC(=O)N(CC(=O)NCc2ccc(F)cc2)c2ccccc2S1(=O)=O (stereo unspecified)	5	-11	4	10	-0.6	-10	-5	/	5	-15

Remaining list, next part.
Compound	MITF act	PvdQ acylase	dFosB act	SR-BI uptake up	CAL PDZ FP-2	SR-BI DiI inh	Rtt109 Vps75	CAL PDZ FP-1	NSD2 inh	PfHsp90 yeast 2
CCOC(=O)NNC(=O)c1[nH]c2ccc(Br)cc2c1-c1ccccc1	0	2	-6	-9	-2.2	9	-3	-2	1	-2
COc1ccc(Cl)cc1NC(=O)COC(=O)c1c(-c2ccccc2)noc1C	2	-6	-14	-57	-0.4	57	2	/	-1	16
CSc1nc(-c2ccccc2)nc(NC(=O)c2ccccc2)c1C(C)=O	14	-12	-4	-58	0.0	58	-11	-1	-2	-20
CCCCC(=O)NC(=S)Nc1ccc(Cl)c(C(=O)O)c1	-4	16	2	16	-0.1	-16	-20	0	0	-5
COc1ccc(CCN(C)C2CCCN(S(=O)(=O)c3ccccc3)C2)cc1OC (stereo unspecified)	1	-18	-4	3	-0.8	-3	-1	/	10	-24
Cc1c2c(nc3nc4ccccc4n13)CC(C)(C)CC2=O	/	-3	-4	20	2.0	-20	-4	3	0	0
